High-throughput results from PubChem BioAssay.
KOR beta-arrestin-1 – kappa opioid receptor blockers – cell-based, luminescence, uHTS (AID 1778) | KOR beta-arrestin recruitment, luminescence, antagonist mode; higher % means a stronger effect | hit rate 0.091% among 290,000 | inhibition, % at 10 µM; hits with a dose series show IC50 in µM; also: strong numbers were not always called active
KOR beta-arrestin-2 – kappa opioid receptor activators – cell-based, luminescence, uHTS, primary screen (AID 1777); KOR beta-arrestin recruitment, luminescence; higher % means a stronger effect; hit rate 0.02% among 280,000; activation, % at 10 µM; hits with a dose series show EC50 in µM; in the data active = activation above about 50%, passing the limit was not always enough; also: a part of the inactive calls stands beside numbers as strong as those of hits
Rac1 GTP hydrolysis – MgcRacGAP GTPase-activating activity inhibitors, confirmation, biochemical, ADP Hunter fluorescence; MgcRacGAP-stimulated Rac1 GTP hydrolysis, ADP Hunter fluorescence; higher % means a stronger effect; GST-tagged Rac1 F28L mutant substrate; inhibition, % at 30 µM; hits with a dose series show IC50 in µM; hit rate 0.6% among 340,000;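 active = first-screen hits whose inhibition reached a set limit at any dose in the follow-up dose series; inconclusive = inhibition above the set first-screen limit but never retested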;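 also: fluorescence reports GDP produced by GAP-driven GTP hydrolysis; strong numbers were not always called active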
NOD2 inhibition – inhibition of NOD2-driven NF-kB reporter – cell-based, luminescence, uHTS, HEK293 (AID 1566). HEK293 NOD2/NF-kB luciferase reporter, luminescence; higher % means a stronger effect. inhibition, % at 4 µM, or EC50 in µM where a hit was titrated. hit rate 0.63% among 290,000; also: many of its hits are not listed in these tables
HIV peptide binding – cell-free HIV fusion peptide-binding blockers – biochemical, uHTS, fluorescence dequenching, primary screen (AID 1986); cell-free peptide binding, fluorescence dequenching, 30 min; higher % means a stronger effect; one-dose inhibition, % at 20 µM; IC50 in µM for titrated hits; hit rate 0.3% among 290,000; in the data active = inhibition mostly above about 52%, no sharp cut-off; inactive = mostly below about 76%; also: some results filed as inactive read as strong as hits
NOD1 NF-kB reporter – NOD1 signaling inhibitors, primary screen, cell-based, luminescence, uHTS (AID 1578). NOD1-driven NF-kB luciferase reporter cells, luminescence; higher % means a stronger effect. one-dose inhibition, % at 4 µM; EC50 in µM for titrated hits. hit rate 1% among 290,000; in the data active = inhibition mostly above about 36%, no sharp cut-off; inactive = mostly below about 34%;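 also: HEK-293T reporter cells stimulated with the NOD1 agonist gamma-tri-DAP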
GPR55 beta-arrestin – GPR55 agonists via beta-arrestin recruitment, primary screen, imaging, U2OS cells, beta-arrestin-GFP redistribution (AID 1961). U2OS GPR55 beta-arrestin-GFP redistribution imaging; higher % means a stronger effect. one-dose activation, % at 10 µM; EC50 in µM for titrated hits. hit rate 0.048% among 290,000;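 active = activation above 40% with more than 50 cells counted in the well; inconclusive = wells holding fewer than 50 cells, flagged as toxic or sparse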;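 also: U2OS osteosarcoma cells stably expressing GPR55 and beta-arrestin-GFP; plate controls were DMSO negative control for no effect and LPI positive control for full effect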
GPR55 LPI antagonism – inhibition of LPI-stimulated GPR55 beta-arrestin translocation – imaging, U2OS, beta-arrestin-GFP, LPI agonist, primary screen (AID 2013). hit rate 0.13% among 290,000. one-dose inhibition, % at 10 µM; IC50 in µM for titrated hits. U2OS GPR55 beta-arrestin-GFP translocation imaging, LPI antagonism; higher % means a stronger effect;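 active = spots per cell inhibited over 60%, with over 100 cells counted and total cytoplasm intensity under 500,000; inconclusive = wells with under 100 cells, flagged as likely toxic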;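 also: U2OS cells stably carrying GPR55 and arrestin-GFP stimulated by 5 µM LPI near EC80; imaged beta-arrestin-GFP aggregate spots per cell after agonist stimulation; plate controls were LPI-stimulated DMSO wells for no effect and DMSO wells without LPI for full effect; some results filed as inactive read as strong as hits; confirmed hits need IC50 under 10 µM and bright autofluorescent wells are also inconclusive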
SV40 large T antigen – SV40 large T antigen inhibitors, biochemical (AID 1903). one-dose inhibition, % at 20 µM; IC50 in µM for titrated hits. SV40 large T antigen ATPase/helicase inhibition assay; higher % means a stronger effect. hit rate 0.39% among 310,000; in the data active = a potency from the dose series; inconclusive = inhibition mostly from about 32% at the one dose, without a potency; inactive = the rest, 99 in 100 with inhibition below about 32%; also: strong numbers were not always called active
The depositor's hits bear a star; ? = inconclusive; / = no result given; & = joins results of further samples; [ ] = another dose, or the depositor's remark. Rule as the data show it, unless noted: active = inhibition above about 50%; inactive = the rest. These rows are one share of the data; rates above refer to the full screens.

SMILES	KOR beta-arrestin-1	KOR beta-arrestin-2	Rac1 GTP hydrolysis	NOD2 inhibition	HIV peptide binding	NOD1 NF-kB reporter	GPR55 beta-arrestin	GPR55 LPI antagonism	SV40 large T antigen
COc1cccc(C(C(=O)NC2CCCC2)N(C(=O)c2ccco2)c2ccc(C(C)=O)cc2)c1OC (stereo not drawn)	4%	-1.9%	-1%	8%	-0.8%	-15%	0.0%	2%	1%
COC(=O)c1c(NC(=O)c2c(Cl)cnn2C)sc(C)c1C	-19%	25%	0%	1%	4.1%	-28%	0.5%	5%	1%
CCOc1ccc(S(=O)(=O)NCCC(=O)NCC(c2ccccc2OC)N2CCCC2)cc1 (stereo not drawn)	-26%	2.0%	4%	24%	0.2%	-23%	-0.1%	-14%	-9%
NC(=O)CC(NC(=O)c1cccc(Br)c1)c1ccc(NCC2CC2)c([N+](=O)[O-])c1 (stereo not drawn)	-26%[20 µM]	3.3%	6%	-21%	-0.1%	-20%	-0.1%	1%	10%
CC1CCN(S(=O)(=O)c2ccc3nc(-c4ccccn4)cc(C(=O)NCCN(C)Cc4ccccc4)c3c2)CC1	-23%	0.1%	2%	23%	0.4%	-61%	-0.5%	13%	9%
COc1ccc(C2CC(c3ccccc3)=NN2c2ccccc2)c(C(=O)O)c1OC (stereo not drawn)	-7%	-1.3%	3%	11%	8.6%	-21%	0.2%	12%	13%
CC(C)C(=O)Nc1nnc(S(=O)(=O)N(C)c2ccc(Cl)cc2)s1	-16%	-2.5%	6%	12%	1.4%	-1%	-0.3%	2%	5%
CCN(CC)CCCN(C(=O)c1cccc(C)c1)c1nc(-c2ccc(OC)cc2)cs1	-43%[20 µM]	-4.1%	-11%	6%	-1.2%	-34%	0.0%	1%	6%
CCCNC(=O)c1oc2ccc3c(c2c1C)C=CC(C)(C)O3	3%	-7.1%	/	-27%	-1.1%	-11%	-0.1%	3%	7%
COc1ccc2c(c1OC)C(=O)N(c1ccc(C)c(C)c1)C2=O	-57%	2.1%	2%	14%	1.4%	19%	0.6%	-1%	6%
COc1ccc(Cn2c3nc4ccccc4nc3c3c(=O)n(Cc4ccco4)c(C)nc32)cc1	35%	1.4%	/	3%	37%	110%*	0.0%	29%	/
CSCCC(NC(=O)COc1ccccc1)C(=O)O (stereo not drawn)	-32%	-2.7%	-10%	6%	1.0%	-2%	-0.5%	-14%	2%
CC(C)c1ccc(N2C(=O)CC(Sc3nc4ccccc4o3)C2=O)cc1 (stereo not drawn)	-10%	2.0%	3%	-32%	-3.1%	6%	-0.1%	7%	4%
COc1cc(NC(=O)C2CCCN(S(=O)(=O)c3ccc4[nH]c(=O)ccc4c3)C2)cc(OC)c1 (stereo not drawn)	-3%	1.5%	11%	5%	0.8%	-27%	-0.2%	12%	9%
O=C(CS(=O)(=O)c1ccccc1)Nc1nc(-c2ccc(F)cc2)cs1	4%	-3.2%	13%	1%	3.3%	-16%	-0.6%	-3%	14%
Cc1ccc2cc(COC(=O)C3CCCO3)c(=O)[nH]c2c1 (stereo not drawn)	3%	-1.6%	15%	11%	-0.5%	9%	0.2%	30%	2%
O=C(NCc1cccc(Br)c1)C1CC(c2ccccc2C(F)(F)F)=NO1 (stereo not drawn)	-50%	3.4%	4%	-35%	-0.2%	-2%	0.9%	-7%	7%
COc1ccccc1-n1c(-c2ccc(Cl)cc2)c[nH]c1=S	-41%	-7.9%	0%	-20%	0.1%	-35%	-0.1%	60%	9%
CC1(C)CC(=O)C(N=Nc2ccc(F)cc2)=C(O)C1	18%	3.2%	10%	-17%	-0.1%	-10%	0.7%	2%	16%
COc1ccc(/C=C/C(=O)N(C(C)C)C(C)C)cc1Br	2%	-3.8%	1%	2%	0.4%	-6%	-0.2%	10%	0%
CCOc1ccccc1N1CCN(C(=O)c2cc3c(C)cc(C)cc3[nH]2)CC1	-13%	-2.3%	8%	11%	1.4%	-1%	-0.1%	-5%	10%
CN(C)CCCN1C(=O)CSC1c1ccc([N+](=O)[O-])cc1 (stereo not drawn)	21%[20 µM]	-1.2%	1%	20%	-0.5%	-11%	0.0%	3%	2%
CN(C(=O)n1cnc2ccccc21)c1ccccc1	-19%	11%	0%	10%	-0.8%	-29%	-0.8%	2%	7%
Cn1cc(S(=O)(=O)N2CCc3ccccc3C2)c(=O)n(C)c1=O	30%	-4.5%	-3%	8%	-2.3%	2%	0.2%	11%	13%
CN(C)Cc1c(O)ccc2c(-c3ccccc3)cc(=O)oc12	-24%[20 µM]	/	4%	1%	-0.8%	-22%	0.0%	10%	6%
COC(=O)C1CC(Cl)CN1c1ncc(C(F)(F)F)cc1Cl (stereo not drawn)	0%	-5.5%	8%	17%	1.0%	-15%	0.5%	10%	1%
COc1ccccc1CN1CC(C(=O)NCc2nccn2C)CCC1=O (stereo not drawn)	-28%	7.4%	10%	19%	1.9%	-8%	0.2%	-4%	6%
Cc1onc(-c2c(F)cccc2Cl)c1C(=O)Nc1cccc(S(=O)(=O)NCc2ccco2)c1	13%	-7.8%	8%	-21%	0.1%	14%	0.0%	11%	6%
O=C1CCc2ccc(OCCCCN3CCN(c4cccc(Cl)c4Cl)CC3)cc2N1	-78%	14%	-1%	-13%	0.3%	-1%	-0.1%	-21%	25%&-1%
O=C(Nc1cc(C(F)(F)F)ccc1-n1cncn1)c1ccc(Cl)cc1	3%	-1.2%	5%	22%	1.6%	4%	0.3%	8%	3%
O=CN1CCN(C2CC(=O)N(c3ccc(Br)cc3)C2=O)CC1 (stereo not drawn)	-4%	-5.1%	-2%	13%	2.0%	11%	-0.2%	-14%	1%
CC[C@@H]1[C@H]2CCCC(=O)N3CC[C@@H](C[C@@H]1Nc1ccccc1)[C@@H]23	-21%[20 µM]	-3.4%	10%	-13%	0.4%	-4%	0.4%	5%	14%
COc1ccc(N(C(=O)C2CCCCC2)C2C=CS(=O)(=O)C2)c(OC)c1 (stereo not drawn)	-1%	2.0%	3%	5%	2.2%	-16%	-0.1%	7%	7%
CCC/C(O)=C1\C(=O)CCCC1=NCCc1c(C)[nH]c2ccc(OC)cc12	-7%	13%	-5%	0%	-1.8%	65%*	-0.3%	23%	20%
COCCNC(=O)C(=O)NNC(=O)c1ccccc1OC	0%	-2.6%	10%	-14%	-3.7%	25%	-0.2%	-5%	-7%
CCOc1ccc(N(CC(=O)Nc2cc(C)ccc2C)S(=O)(=O)c2c(C)[nH]c(=O)[nH]c2=O)cc1	39%	/	13%	31%	-0.5%	4%	-0.3%	-1%	11%
CCOC(=O)c1[nH]c(C)c(C(=O)N(C)C)c1C	-10%	-3.6%	5%	6%	-1.9%	0%	0.1%	9%	17%
COc1ccc(N=Cc2cccc(C)c2O)cc1Cl	-3%	-3.8%	6%	3%	1.5%	-10%	-0.1%	1%	2%
COc1ccc(C)cc1S(=O)(=O)N(CC(=O)O)c1ccccc1	1%	1.4%	10%	6%	-0.3%	-9%	0.0%	4%	4%
COCCn1c(SCC(=O)Nc2ccccc2OC)nc2ccccc21	14%	-8.4%	6%	8%	-1.2%	-18%	-0.2%	0%	4%

9 of the compounds above, in CSV form.
mol,KOR beta-arrestin-1,KOR beta-arrestin-2,Rac1 GTP hydrolysis,NOD2 inhibition,HIV peptide binding,NOD1 NF-kB reporter,GPR55 beta-arrestin,GPR55 LPI antagonism,SV40 large T antigen
O=CN1CCN(C2CC(=O)N(c3ccc(Br)cc3)C2=O)CC1 (stereo not drawn),-4%,-5.1%,-2%,13%,2.0%,11%,-0.2%,-14%,1%
CC[C@@H]1[C@H]2CCCC(=O)N3CC[C@@H](C[C@@H]1Nc1ccccc1)[C@@H]23,-21%[20 µM],-3.4%,10%,-13%,0.4%,-4%,0.4%,5%,14%
COc1ccc(N(C(=O)C2CCCCC2)C2C=CS(=O)(=O)C2)c(OC)c1 (stereo not drawn),-1%,2.0%,3%,5%,2.2%,-16%,-0.1%,7%,7%
CCC/C(O)=C1\C(=O)CCCC1=NCCc1c(C)[nH]c2ccc(OC)cc12,-7%,13%,-5%,0%,-1.8%,65%*,-0.3%,23%,20%
COCCNC(=O)C(=O)NNC(=O)c1ccccc1OC,0%,-2.6%,10%,-14%,-3.7%,25%,-0.2%,-5%,-7%
CCOc1ccc(N(CC(=O)Nc2cc(C)ccc2C)S(=O)(=O)c2c(C)[nH]c(=O)[nH]c2=O)cc1,39%,/,13%,31%,-0.5%,4%,-0.3%,-1%,11%
CCOC(=O)c1[nH]c(C)c(C(=O)N(C)C)c1C,-10%,-3.6%,5%,6%,-1.9%,0%,0.1%,9%,17%
COc1ccc(N=Cc2cccc(C)c2O)cc1Cl,-3%,-3.8%,6%,3%,1.5%,-10%,-0.1%,1%,2%
COc1ccc(C)cc1S(=O)(=O)N(CC(=O)O)c1ccccc1,1%,1.4%,10%,6%,-0.3%,-9%,0.0%,4%,4%

(more compounds)
SMILES	KOR beta-arrestin-1	KOR beta-arrestin-2	Rac1 GTP hydrolysis	NOD2 inhibition	HIV peptide binding	NOD1 NF-kB reporter	GPR55 beta-arrestin	GPR55 LPI antagonism	SV40 large T antigen
COc1ccc(NC(=O)COC(=O)c2ccc(N3CCCC3=O)cc2)cc1OC	28%	-5.2%	9%	8%	-2.1%	10%	0.2%	-4%	-4%
COc1cc(/C=N/NC(=O)CCN2CCCCC2)ccc1O	-32%[20 µM]	-2.9%	32µM*	11%	-1.0%	-23%	0.2%	0%	?
CN(Cc1ccccc1)c1ccc(C(CC(N)=O)NC(=O)Cc2cccc3ccccc23)cc1[N+](=O)[O-] (stereo not drawn)	-57%[20 µM]	-2.3%	9%	2%	-2.1%	-6%	0.2%	-4%	15%
CN(C)C(CNc1ccc([N+](=O)[O-])cc1C#N)c1ccccc1 (stereo not drawn)	-18%	-6.5%	-3%	7%	-1.4%	-8%	0.2%	2%	3%
COCCCNC(=O)c1cccc(OC)c1OC	-110%	-5.9%	2%	5%	-2.3%	23%	0.0%	2%	-3%
COc1ccc(OCCN2CCN(C(=O)c3ccc(OC)cc3)CC2)cc1	-20%	1.8%	5%	29%	-0.2%	-1%	0.3%	-4%	5%
NC(=O)C1(N2CCCCC2)CCN(C2CC(=O)N(Cc3ccc(N4CCCC4=O)cc3)C2=O)CC1 (stereo not drawn)	-17%	-2.7%	7%	14%	1.8%	-14%	-0.1%	14%	6%
Cc1cc(C(F)(F)F)nn1CC(=O)NNC(=S)Nc1ccc(Cl)cc1	7%	1.0%	9%	9%	-2.4%	-8%	-0.1%	12%	14%
C/C(=N\NC(=O)C(O)c1ccccc1)c1ccc(Br)s1 (stereo not drawn)	-29%	1.1%	2%	-5%	-0.5%	-10%	-0.1%	-15%	8%
